Source: PubChem (ICCB-Longwood Screening Facility, Harvard Medical School)
Polio RdRp inh: poliovirus RNA polymerase inhibition. P03300. poliovirus polymerase elongation, fluorescence polarization; stronger effect = lower value. % elongation, % (compound at 16.7 µg/mL). 0.66% of 150,000 active; in the data active = % elongation below about 90%; also: some results filed as inactive read as strong as hits
Target sequence (P03300 1749-2209 limits assumed): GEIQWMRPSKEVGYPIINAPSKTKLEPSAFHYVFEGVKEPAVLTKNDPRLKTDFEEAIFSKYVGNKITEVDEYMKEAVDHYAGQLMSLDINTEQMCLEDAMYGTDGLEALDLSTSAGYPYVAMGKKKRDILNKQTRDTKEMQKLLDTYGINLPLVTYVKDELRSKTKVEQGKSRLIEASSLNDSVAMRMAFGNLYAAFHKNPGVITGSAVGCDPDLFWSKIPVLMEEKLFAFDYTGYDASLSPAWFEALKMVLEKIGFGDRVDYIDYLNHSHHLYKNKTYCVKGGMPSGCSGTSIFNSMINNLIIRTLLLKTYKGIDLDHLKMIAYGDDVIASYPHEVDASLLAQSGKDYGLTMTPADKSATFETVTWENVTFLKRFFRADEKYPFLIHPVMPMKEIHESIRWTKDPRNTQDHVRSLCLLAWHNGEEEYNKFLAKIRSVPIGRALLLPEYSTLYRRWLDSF
Polio RdRp inh FP z-score: further read-out of Polio RdRp inh, marked with its call; z-score; measured here: FP z-score; hits read low
Numbers without * were called inactive; & = joins results of further samples. A portion of the library; rates above refer to the full screens.

Second line of a record – Polio RdRp inh FP z-score	Polio RdRp inh
> Cc1nc(NS(=O)(=O)c2ccccc2)sc1NC(=O)Nn1cnnc1
→ 0.1	101
> COc1cc(C2c3c(-c4ccccc4O)n[nH]c3C(=O)N2Cc2ccncc2)cc(OC)c1OC (stereo not given)
→ -1.3	101
> Cc1[nH]c(=S)[nH]c(=O)c1Cc1ccccc1
→ -0.3&-0.4	102&101
> C=CCOc1cccc(C(=O)NCC)c1
→ -0.6	101
> COc1ccc(Cl)cc1N(C)C(=O)c1ccc2c(=O)n3c(nc2c1)CCCCC3
→ -2.1	101
> O=C(Cn1cnc2sccc2c1=O)NC1CCS(=O)(=O)C1 (stereo not given)
→ 0.1	103
> COc1ccc(Cl)cc1N1C(=O)C2C(c3ccccc3F)NN(C(=O)c3ccc(C)cc3)C2C1=O (stereo not given)
→ 0.2	102
> Cc1ccc(CNC(=O)N2CCn3cccc3C2C)cc1 (stereo not given)
→ 0.7	102
> CCn1c(=O)c(=O)[nH]c2cc(C(=O)NCc3ccc4c(c3)OCO4)ccc21
→ 0.6	105
> Cc1cccc(CNC(=O)CCn2ccc3cc(S(=O)(=O)N4CCCC4)ccc32)c1
→ 0.2	109
> CC(C)COC(=O)CCn1[nH]c(=O)c2ccccc2c1=O
→ -0.3	101
> CNCC(O)c1ccc(O)c(OC)c1 (stereo not given)
→ 0	100
> CCOc1ccc(CCNC(=O)CN2C(=O)c3cccnc3Oc3ccc(C)cc32)cc1OCC
→ 0	106
> O=C(Nc1ccc2nc(SCC(=O)N3CCOCC3)sc2c1)c1ccc(Br)cc1
→ 1.3	112
> Cc1cc(CNCC2CCCCC2)c(C)n1-c1nccs1
→ 0.1	103
> CCCC(=O)c1cc2cc(Cl)ccc2oc1=O
→ 0.7	105
> C=CCn1nnnc1NCc1ccccc1
→ 1.3	107
> COc1cccc(NS(=O)(=O)c2cc3c4c(c2)C(C)C(=O)N4CCC3)c1 (stereo not given)
→ -0.2	106
> ONC=Nc1nonc1-c1cccnc1
→ -0.5	102
> CNC(=O)COc1ccc(NC(=O)CCn2nc(-c3ccc(C)cc3)c3ccccc3c2=O)cc1
→ 0.8	108
> CCCCN(CC)CCNC(=O)c1cc2c(=O)[nH]c3ccccc3c2n1C
→ -1.2	96
> CCOC(=O)C1=C(CN2CCN(c3cc(C)ccc3C)CC2)NC(=O)NC1c1ccc(Cl)cc1 (stereo not given)
→ 0.4	109
> CCN(CC)CCNC(=O)c1cn(CC)c2ccc(S(=O)(=O)N3CCOCC3)cc2c1=O
→ -0.2	103
> N#CC(C(=O)c1ccc(-c2nc3ccccc3s2)s1)c1nc2ccccc2s1 (stereo not given)
→ 1.3	109
> O=C(Nc1ccc(S(=O)(=O)N2CCCCC2c2cccnc2)cc1)c1ccc2c(c1)OCO2 (stereo not given)
→ 0	101
> O=C(O)c1cc(=O)cc(C(=O)O)o1
→ -0.7	93
> CCOC(=O)C1CCN(CC(=O)Nc2ccc(C(F)(F)F)cc2Cl)CC1
→ 0.3	102
> O=C(OC(C(=O)NC1CCCCC1)c1ccccc1)c1ccco1 (stereo not given)
→ 0.9	106
> O=C1CCCN1CCCNS(=O)(=O)c1cccc(Br)c1
→ 0.2	104
> CSc1ccccc1NC(=O)CN(C)C(=O)c1cnn(-c2ccccc2)n1
→ 0.1	103
> Cc1cc(C)n(-c2nc3ccccc3nc2Nc2cccc(C(F)(F)F)c2)n1
→ 0.2	106
> Cc1ccc(NC(=O)CS(=O)CC(=O)NC2CCN(Cc3ccccc3)CC2)c(C)c1 (stereo not given)
→ 0.3	103
> COc1ccc(-n2c(SCc3nc4ccccc4s3)nc3ccccc32)cc1
→ 0.9	113
> Cn1cnnc1SCc1nc2ccccn2c1Br
→ 0.4	106
> CN1CCN(S(=O)(=O)c2ccc3c(c2)C(=NO)c2cc(S(=O)(=O)N4CCN(C)CC4)ccc2-3)CC1
→ -0.7	99
> O=C(Cn1cnc2c(cnn2CCO)c1=O)N1CCCc2ccccc21
→ 0.2	103
> Cc1cc(N2CC(=O)N(CCc3ccccc3)C(=O)C2)nc(-n2nc(C)cc2C)n1
→ 0	99
> CSc1ccc(C(=O)NC(=O)Nc2cc(C)on2)s1
→ -0.1	102
> Cc1ccc(NS(=O)(=O)c2c(C)noc2C)cc1
→ 0.6	103
> CCn1cc(C2N3CC4(C)CN2CC(C)(C3)C4O)c2ccccc21 (stereo not given)
→ -0.2	100

17 of the compounds above, tab-delimited.
Molecule	Polio RdRp inh FP z-score	Polio RdRp inh
CCCCN(CC)CCNC(=O)c1cc2c(=O)[nH]c3ccccc3c2n1C	-1.2	96
CCOC(=O)C1=C(CN2CCN(c3cc(C)ccc3C)CC2)NC(=O)NC1c1ccc(Cl)cc1 (stereo not given)	0.4	109
CCN(CC)CCNC(=O)c1cn(CC)c2ccc(S(=O)(=O)N3CCOCC3)cc2c1=O	-0.2	103
N#CC(C(=O)c1ccc(-c2nc3ccccc3s2)s1)c1nc2ccccc2s1 (stereo not given)	1.3	109
O=C(Nc1ccc(S(=O)(=O)N2CCCCC2c2cccnc2)cc1)c1ccc2c(c1)OCO2 (stereo not given)	0	101
O=C(O)c1cc(=O)cc(C(=O)O)o1	-0.7	93
CCOC(=O)C1CCN(CC(=O)Nc2ccc(C(F)(F)F)cc2Cl)CC1	0.3	102
O=C(OC(C(=O)NC1CCCCC1)c1ccccc1)c1ccco1 (stereo not given)	0.9	106
O=C1CCCN1CCCNS(=O)(=O)c1cccc(Br)c1	0.2	104
CSc1ccccc1NC(=O)CN(C)C(=O)c1cnn(-c2ccccc2)n1	0.1	103
Cc1cc(C)n(-c2nc3ccccc3nc2Nc2cccc(C(F)(F)F)c2)n1	0.2	106
Cc1ccc(NC(=O)CS(=O)CC(=O)NC2CCN(Cc3ccccc3)CC2)c(C)c1 (stereo not given)	0.3	103
COc1ccc(-n2c(SCc3nc4ccccc4s3)nc3ccccc32)cc1	0.9	113
Cn1cnnc1SCc1nc2ccccn2c1Br	0.4	106
CN1CCN(S(=O)(=O)c2ccc3c(c2)C(=NO)c2cc(S(=O)(=O)N4CCN(C)CC4)ccc2-3)CC1	-0.7	99
O=C(Cn1cnc2c(cnn2CCO)c1=O)N1CCCc2ccccc21	0.2	103
Cc1cc(N2CC(=O)N(CCc3ccccc3)C(=O)C2)nc(-n2nc(C)cc2C)n1	0	99

(listing goes on)
Second line of a record – Polio RdRp inh FP z-score	Polio RdRp inh
> Cc1c(C(=O)OC2CCCCC2)sc2ncn(CC(N)=O)c(=O)c12
→ 0.7	104
> CCCCC1CCC(C(=O)N2CC(=O)Nc3ccc(F)cc3C2c2ccc(F)cc2)CC1 (stereo not given)
→ 0	104
> O=C(C(Sc1ccccc1)c1ccccc1)n1cnc2ccccc21 (stereo not given)
→ -0.3	101
> CCC(Cn1nnn(-c2ccccc2)c1=O)NC(=O)Cc1nn(CC)c(=O)c2ccccc12 (stereo not given)
→ -1.6	99
> COc1ccc(CC(=O)NCc2ccc3c(c2)CCN3C(=O)c2ccccc2)cc1OC
→ 1.3	112
> Cc1cccc(N2C(=O)SC(C)C2=O)c1 (stereo not given)
→ 0	102
> O=C1OC(c2ccccc2)Cc2ccccc21 (stereo not given)
→ 0.3	103
> COc1ccccc1-c1c(C)nn2c(N3CCc4ccccc43)cc(C)nc12
→ 0.3	101
> N#Cc1c(SCC(N)=O)nsc1SCc1ccc(Cl)cc1
→ 0.1	103
> CN(C(=S)Nc1ccc(OC(F)F)cc1)C1CCCCC1
→ -0.9	99
> N#CC1(NC(=O)CSc2ccccc2F)CCCCC1
→ 0.7	107
> CC(C)(C)OC(=O)N1CCC(c2c(C(=O)NCc3ccccn3)cnn2-c2ccccc2)CC1
→ -1.1	101
> CCN(CC(=O)NCC12CC3CC(CC(C3)C1)C2)Cc1nc2ccccc2c(=O)[nH]1
→ 0	102
> O=C1Nc2ccccc2/C1=N\N1CCN(Cc2ccc(Cl)cc2)CC1
→ -0.1	101
> CCCCNS(=O)(=O)c1ccc(N)cc1
→ 0.2	102
> FC(F)(F)c1cc(C#CCN2CCCCC2)cc(C(F)(F)F)c1
→ -0.3	101
> CC(C)CNC(C)C(=O)Nc1ccc(S(N)(=O)=O)cc1 (stereo not given)
→ -0.1	103
> CCOc1ccc(CNC(=O)C2CCCN(S(=O)(=O)N(CC)c3ccc(OCC)cc3)C2)cc1 (stereo not given)
→ -0.8	103
> CCSc1nnc(SCc2nc(N)nc(Nc3ccccc3C)n2)s1
→ 0.4	112
> CNC(=O)c1cncc(C(=O)NC)c1
→ 0.5	107
> COc1ccc(CNC(=O)C2CCN(c3cc(C(=O)Nc4cccc(OC)c4)ccn3)CC2)cc1
→ 0.2	101
> CN(C)C(CNCc1ccc(-n2cnc3ccccc32)cc1)c1ccco1 (stereo not given)
→ -0.3	101
> CC(=O)N1CCCc2cc(S(=O)(=O)N3CCCC(C(=O)Nc4ccc(C)c(F)c4)C3)ccc21 (stereo not given)
→ -0.1	107
> CCc1ccc(Oc2c(CC(=O)O)oc3cc(O)c(CC)cc3c2=O)cc1
→ 0	101
> CSc1ccccc1NC(=O)C1CCCC1
→ 0.3	105
> Cc1cc(NC(=O)CSc2nc3ccccc3c(=O)n2CCCN2CCC(C)CC2)n[nH]1
→ 0.1	101
> CC(=O)n1cc(/C=N/NC(=O)c2cccc(O)c2)c2ccccc21
→ 0.2	101
> O=C(CCOc1ccccc1F)N1CCc2ccccc21
→ -1	96
> C=CCC1C=C(C)CC(CC=C)N1CC(O)C(F)(F)C(F)(F)C(F)(F)F (stereo not given)
→ -0.3	99
> CC(=O)N(CC(C)C(=O)O)c1c(I)cc(I)c(N)c1I (stereo not given)
→ 0	100
> O=C(/C=C/c1ccccc1)NC(=S)Nc1ccc(-c2nc3ccccc3o2)c(O)c1
→ 0.1	101
> CC(=O)OCC1OC(n2ccc(=O)[nH]c2=O)C(OC(C)=O)C1OC(C)=O (stereo not given)
→ 0.2	103
> CC1(C)CC2CC(C)(CN2C(=O)c2cc3ncc(Br)cn3n2)C1 (stereo not given)
→ 0.4	101
> COc1cc(C2C(C(=O)Nc3ccccn3)=C(C)NC3=C2C(=O)CCC3)cc(OC)c1OC (stereo not given)
→ -0.6	99
> CS(=O)(=O)c1ccc(C(=O)OCc2ccccc2C#N)cc1
→ 0.2	104
> Cc1cccc(-c2nc(CS(=O)CC(=O)NCC3CCCO3)c(C)o2)c1 (stereo not given)
→ 0.3	101
> CC1(C)NN=C(N)SC1=O
→ -0.2	101
> CCn1cc(C(=O)NCc2ccc(Cl)cc2)c(=O)c2cc(S(=O)(=O)N3CCc4ccccc4C3)ccc21
→ 0.1	105
> CCCC(=O)N1CCc2cc(OC)c(OC)cc2C1COc1ccc2c(C)cc(=O)oc2c1 (stereo not given)
→ 0.5	107
> Cc1nc(SCC#N)c2c3c(sc2n1)CCCC3
→ -0.4	100
> CSc1ccc(-c2cccs2)nn1
→ 2.3	107
> N#Cc1ccc(Cl)cc1N=Cc1ccco1
→ -0.2	102
> O=c1c2sccc2nc(SCc2ccccc2)n1CCc1ccccc1
→ 1.1	104
> Cc1cc(C)c2c(n1)sc1c(=O)n(/N=C/c3ccccc3)cnc12
→ 0.5	107
> Cc1cc(C)nc(/N=C(/N)NO)n1
→ -0.1	101
> CC(C)CC(C(=O)O)N1C(=O)c2ccccc2C1=O (stereo not given)
→ -0.9	99
> Cc1nn2c(c1-c1ccccc1)NC1=C(C(=O)CCC1)C2c1cccnc1 (stereo not given)
→ -0.6	100
> CCN(Cc1ccccc1)C(=O)CSc1nccc(=O)[nH]1
→ -0.6	98
> CCCCC(CC)CNc1nc(=S)[nH]c2ccccc12 (stereo not given)
→ 0.6	103
> CCCCC1(Cc2ccccc2)C(=O)Nc2ccccc2C1=O (stereo not given)
→ -1.3	99
> CC(C)C(NS(=O)(=O)c1ccc2c3c(cccc13)C(=O)N2C)C(=O)O (stereo not given)
→ -0.2	99
> COC(=O)c1ccccc1NC(=O)COCc1cc(-c2cccs2)on1
→ -0.5	105
> Cc1ccc2c(c1)c1c(n2CC(O)CNCc2ccccc2)CCCC1 (stereo not given)
→ -0.2	101
> O=C1c2ccccc2C(=O)N1/N=C/c1ccc(OC(F)F)cc1
→ 0.3	105
> Cc1cc(C)cc(-n2ccnc2SCC(=O)Nc2cccc3ccccc23)c1
→ -0.4	105
> O=C(Nc1ccccc1)Nc1ccc(I)cn1
→ -0.3	100
> CC12C(=O)N(c3ccc(Br)cc3)C(=O)C1ON(c1ccccc1)C2c1ccccc1O (stereo not given)
→ -0.5	99
> CCCN(CC(=O)c1cc(C)n(C)c1C)S(=O)(=O)c1cccc(C(F)(F)F)c1
→ -0.5	99
> c1ccc(-c2cc(CSc3nc4ccccc4[nH]3)on2)cc1
→ 0.7	106
> COc1ccc(C)cc1N(C)C(=O)c1sc2nc3n(c(=O)c2c1C)CCCCC3
→ -1	101

Going on with the list:
Second line of a record – Polio RdRp inh FP z-score	Polio RdRp inh
> COc1cc(C(=O)OC2CC3CCC(C2)N3)ccc1O (stereo not given)
→ 0.2	104
> CC(C)CNc1cc(NC2CCCCC2)c2c3c(onc13)-c1ccccc1C2=O
→ -0.1	104
> CC1=CC(C)=NC2=C(c3ccccc3)SC(=C3C(=O)c4ccccc4C3=O)N12
→ -0.1	101
> ONC1=NCCCCC1
→ 0	102
> CCOC(=O)C1C2c3ccccc3O[C@]1(C)N=c1s/c(=C/c3ccc(OC)cc3)c(=O)n12 (stereo not given in full)
→ 0.4	108
> O=C(OCc1cc(=O)n2nc(-c3cccs3)sc2n1)c1ccccc1
→ -0.5	104
> CC(=O)Nc1ccc(NC(=O)C2CCN(c3cnccn3)CC2)cc1
→ 0.6	108
> O=S(=O)(c1ccccc1)c1nc(-c2ccc(F)cc2)oc1NCc1ccccc1
→ 0.5	107
> O=C(NCCc1ccccc1)c1ccc(Cl)cc1
→ 0.1	102
> CCN(CC)C(=O)COc1ccc(-c2nnc(Nc3ccc(OC)c(C(=O)NC)c3)c3ccccc23)cc1
→ 0.1	105
> CC1CCCC(C)N1C(=O)COC(=O)c1cc(C(F)(F)F)cc(C(F)(F)F)c1 (stereo not given)
→ 0.2	102
> COc1cc2nc(C3CCC3)n(NC(=O)C(OC(C)=O)c3ccccc3)c(=O)c2cc1OC (stereo not given)
→ 0.2	102
> CC(C)c1ccc(C#N)cc1
→ 0	104
> CCn1cc2nc(SCc3ccccc3Cl)n(Cc3ccc(OC)cc3)c(=O)c2n1
→ -0.5	105
> CC1CCN(c2nnc(NC(=O)c3cc(-c4ccc(Br)cc4)on3)s2)CC1
→ -0.8	101
